Screening results from PubChem BioAssay.
RGS4-Gao reg = modulators of RGS4 binding to Galphao, primary screen, biochemical, multiplexed bead flow cytometry; 220,000 tested, 0.33% active; Guanine nucleotide-binding protein G(o) subunit alpha (Homo sapiens), P09471; binding response (% of control), % at 10 µM; AID 1415, 2008; actives lie on both sides; in the data active = binding response below about 49% or above about 150%; inactive = in between;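 note: fluorescent Galphao activated with aluminum fluoride binding bead-coupled RGS4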
GSH fluor = compound fluorescence on glutathione beads, profiling panel, artefact control, biophysical, 488/530 nm, flow cytometry | GSH beads flow cytometry, compound fluorescence 488/530 nm; stronger effect = higher value | fluorescence (KMESF) at 10 µM | 190,000 tested, 0.25% active; in the data active = fluorescence above about 89;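 note: glutathione beads carrying GST-tagged Bcl family fusion proteins plus one bare bead set; values are compound well signal with DMSO vehicle wells as background; inactives centre near 16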
RGS8-Gao reg = RGS8-Galphao binding modulators, primary screen, biochemical, multiplexed bead flow cytometry; actives lie on both sides; AID 1423, 2008; 220,000 tested, 0.34% active; response (percent of control binding), % at 10 µM; in the data active = response below about 60% or above about 140%; inactive = in between;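 note: Galphao activated as the GDP aluminium fluoride complex binding bead-coupled RGS8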
Mcl1-Bid inh = Mcl-1/Bid binding inhibitors, primary screen, biochemical, TR-FRET, 1536-well. AID 1021, 2008. 220,000 tested, 0.97% active. inhibition, % at 21.7 µM. Induced myeloid leukemia cell differentiation protein Mcl-1 (Homo sapiens), Q07820. TR-FRET Mcl-1/Bid-Dy647 peptide binding;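 active = compounds that cut the binding signal by more than half at the single screening dose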;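 note: His-tagged Mcl-1 with europium anti-His antibody binding Bid BH3 peptide; 0% = Mcl-1 plus peptide wells and 100% = peptide-only wells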
Bcl-B Bim block = inhibitors of Bim-Bcl-B binding, primary screen, biochemical, multiplexed, human Bcl-2 family | inhibition, % at 10 µM | 190,000 tested, 0.073% active | bead-based flow cytometry, Bim peptide-Bcl-B binding | AID 951, 2007;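 note: 0% = tracer peptide without compound and 100% = reference inhibitor peptide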
Target sequence (Q9HD36 whole entry, looked up): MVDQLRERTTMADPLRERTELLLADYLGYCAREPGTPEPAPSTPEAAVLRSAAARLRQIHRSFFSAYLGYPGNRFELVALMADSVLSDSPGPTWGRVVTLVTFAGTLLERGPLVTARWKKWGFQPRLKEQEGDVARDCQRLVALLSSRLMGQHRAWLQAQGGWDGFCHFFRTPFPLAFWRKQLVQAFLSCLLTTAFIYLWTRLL
RGS7-Gao reg = RGS7-Galphao binding modulators, primary screen, biochemical, multiplexed bead flow cytometry. Guanine nucleotide-binding protein G(o) subunit alpha (Homo sapiens), P09471. actives lie on both sides. binding response (% of control), % at 10 µM. 220,000 tested, 0.35% active. AID 1439, 2008; in the data active = binding response below about 49% or above about 150%; inconclusive = no clear call, values can overlap the other calls; inactive = in between;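 note: fluorescent Galphao held in activated GDP-AlF4 state binding bead-coupled RGS7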
Bim-Mcl-1 = inhibitors of Bim peptide binding to Mcl-1, primary screen, biochemical, bead-based flow cytometry, multiplex; Induced myeloid leukemia cell differentiation protein Mcl-1 (Homo sapiens), Q07820; Bim peptide-Mcl-1 binding; inhibition, % at 10 µM; 190,000 tested, 0.1% active;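 note: 0% = no compound tracer wells and 100% = peptide blocker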
Bim-Bfl-1 = inhibitors of Bim binding to Bfl-1, primary screen, biochemical, multiplexed, bead-based flow cytometry; inhibition, % at 10 µM; 190,000 tested, 0.12% active; AID 1008, 2008; Bim-Bfl-1 binding inhibition;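 note: 0% = wells without compound plus tracer and 100% = blocker peptide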
Bcl-2 Bim block = inhibitors of Bim-Bcl-2 binding, primary screen, biochemical, multiplexed, human Bcl-2 family. AID 950, 2007. Apoptosis regulator Bcl-2 (Homo sapiens), P10415. inhibition, % at 10 µM. 190,000 tested, 0.06% active. Bead-based flow cytometry, Bim peptide-Bcl-2 binding; in the data active = inhibition above about 40%; inconclusive = no clear call, values can overlap the other calls;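 note: 0% = no compound wells with probe peptide and 100% = reference peptide inhibitor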
Target sequence (P10415 whole entry, looked up): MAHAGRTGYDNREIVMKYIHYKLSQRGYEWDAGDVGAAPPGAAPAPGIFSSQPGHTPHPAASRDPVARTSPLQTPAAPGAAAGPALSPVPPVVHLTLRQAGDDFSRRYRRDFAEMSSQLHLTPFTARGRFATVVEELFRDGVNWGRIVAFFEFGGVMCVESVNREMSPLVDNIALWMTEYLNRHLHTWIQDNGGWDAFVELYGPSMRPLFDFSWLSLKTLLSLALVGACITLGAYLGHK
Bcl-XL Bim block = inhibitors of Bim-Bcl-XL binding, primary screen, biochemical, multiplexed, bead flow cytometry, human Bcl-XL. Bcl-2-like protein 1 (Homo sapiens), Q07817. Bim peptide-Bcl-XL binding, fluorescence. inhibition, % at 10 µM. 190,000 tested, 0.04% active. AID 1007, 2008
Target sequence (Q07817 whole entry, looked up): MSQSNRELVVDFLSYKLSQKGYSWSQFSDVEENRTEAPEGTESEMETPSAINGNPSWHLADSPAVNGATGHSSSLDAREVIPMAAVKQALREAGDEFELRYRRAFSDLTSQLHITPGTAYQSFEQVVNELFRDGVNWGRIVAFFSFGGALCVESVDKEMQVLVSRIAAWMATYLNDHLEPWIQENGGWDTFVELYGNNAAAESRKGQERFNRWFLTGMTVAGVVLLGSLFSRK
Bcl-W Bim block = inhibitors of Bim binding to Bcl-W, primary screen, biochemical, multiplexed, bead-based flow cytometry | inhibition, % at 10 µM | 190,000 tested, 0.02% active | Bim peptide-Bcl-W binding | Bcl-2-like protein 2 (Homo sapiens), Q92843;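 note: 0% = bound tracer without compound and 100% = peptide blocker; higher means less fluorescent Bim peptide bound to Bcl-W beads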
Target sequence (Q92843 whole entry, looked up): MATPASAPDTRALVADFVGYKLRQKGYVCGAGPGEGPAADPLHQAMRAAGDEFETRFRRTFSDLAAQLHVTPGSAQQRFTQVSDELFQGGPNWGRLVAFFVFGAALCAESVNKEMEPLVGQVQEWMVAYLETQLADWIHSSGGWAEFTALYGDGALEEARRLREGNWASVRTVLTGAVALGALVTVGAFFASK
* marks the source's active call; other numbers are inactive results; ? = inconclusive. Cut-off read from the data, not from the text of the source, unless noted: active = inhibition above about 40%.

SMILES | RGS4-Gao reg | GSH fluor | RGS8-Gao reg | Mcl1-Bid inh | Bcl-B Bim block | RGS7-Gao reg | Bim-Mcl-1 | Bim-Bfl-1 | Bcl-2 Bim block | Bcl-XL Bim block | Bcl-W Bim block
CN(C)S(=O)(=O)c1ccc(-c2csc(-c3cccnc3)n2)cc1 | 103.3 | 12 | 102.3 | -0.9 | 0.0 | 101.8 | 0.0 | 3.0 | -3.0 | -3.0 | -4.0
COc1ccc(CNC(=O)CSc2nnc(C)n2-c2ccc(F)cc2)cc1 | 103.5 | 18 | 105.4 | 4.2 | -3.0 | 101.7 | -4.0 | 0.0 | -1.0 | -4.0 | 0.0
O=C(O)c1cccc(N/N=C/c2sc(N3CCOCC3)nc2-c2ccccc2)c1 | 100.1 | 8 | 101.5 | -61.7 | -2.0 | 98.2 | -3.0 | 3.0 | 2.0 | -7.0 | -3.0
Oc1ccccc1/C=N/n1cnnc1 | 110.9 | 10 | 104.6 | -56.0 | 0.0 | 108.0 | -2.0 | -1.0 | -2.0 | 0.0 | -1.0
CCn1c2ccccc2c2nnc(SCC(=O)Nc3cc(C)on3)nc21 | 93.8 | 9 | 93.6 | -21.9 | 5.0 | 97.2 | 0.0 | -1.0 | 3.0 | 1.0 | 2.0
O=C(COc1ccc(Br)cc1Br)NC(=S)N1CCCc2ccccc21 | 96.8 | 11 | 100.9 | -26.1 | 0.0 | 98.8 | -1.0 | -1.0 | -2.0 | -3.0 | -1.0
O=C(Cn1cnc2c(cnn2-c2ccc(Cl)cc2)c1=O)NCCc1ccccc1 | 98.2 | 14 | 99.2 | -22.5 | -1.0 | 100.9 | 5.0 | -9.0 | -2.0 | -1.0 | 2.0
Cc1ccc(C)c(S(=O)(=O)C(C#N)c2nc3ccccc3nc2N2CC(C)OC(C)C2)c1 (stereo not drawn) | 100.0 | 9 | 99.9 | -34.3 | -3.0 | 100.5 | 2.0 | -14.0 | -7.0 | -3.0 | 2.0
CC1(C)NC(=O)N(CC(O)COc2ccccc2C(=O)Nc2ccccc2)C1=O (stereo not drawn) | 96.7 | 5 | 99.4 | -6.4 | -4.0 | 99.8 | 7.0 | -9.0 | 0.0 | -2.0 | 1.0
CN(C)S(=O)(=O)c1cccc(-c2nnc(-c3ccccc3)o2)c1 | 99.9 | 19 | 97.6 | -32.5 | 0.0 | 102.0 | -4.0 | 1.0 | 0.0 | 2.0 | 1.0
Oc1ccccc1CNCCCNCc1ccccc1O | 94.1 | 11 | 99.9 | -35.3 | 0.0 | 97.1 | 0.0 | 0.0 | 2.0 | -1.0 | 0.0
Cc1cc(C)n(-c2nncn2NC(=O)c2ccc(Cl)cc2O)n1 | 100.0 | 11 | 98.5 | -12.2 | -1.0 | 98.1 | -2.0 | -1.0 | -2.0 | -3.0 | -3.0
O=P(OC1CCS(=O)(=O)C1)(c1ccccc1)c1ccccc1 (stereo not drawn) | 93.1 | 15 | 96.3 | -3.9 | -6.0 | 91.0 | 0.0 | -6.0 | -10.0 | -2.0 | 0.0
Cc1cccc(C)c1Nc1nnc(SCC(=O)NCc2cccs2)s1 | 98.5 | 8 | 96.9 | -14.8 | -9.0 | 101.5 | -6.0 | -2.0 | -6.0 | -8.0 | -4.0
Cc1cc(C(=O)CSc2nc3ccccc3n2C)c(C)n1C | 100.3 | 29 | 99.8 | -28.5 | -9.0 | 100.6 | -3.0 | -12.0 | -9.0 | -5.0 | -1.0
Cc1cccc(C(=O)N2CCN=C2SCc2ccc([N+](=O)[O-])cc2)c1 | 101.7 | 12 | 103.4 | -10.5 | -1.0 | 100.9 | -3.0 | -7.0 | -3.0 | -3.0 | -4.0
Cc1cc(C)c(S(=O)(=O)N2CCN=C2c2ccccc2)c(C)c1 | 99.5 | 5 | 102.5 | -5.3 | -2.0 | 99.5 | -2.0 | -2.0 | -7.0 | -2.0 | 0.0
CC(=O)N1CCN(c2ccc(NC(=O)c3ccc4c(c3)OCO4)cc2)CC1 | 92.5 | 24 | 98.1 | -21.6 | -1.0 | 98.9 | -1.0 | -4.0 | -3.0 | -6.0 | -3.0
CCc1ccc(Nc2cnn(C34CC5CC(CC(CC(=O)O)(C5)C3)C4)c(=O)c2Cl)cc1 | 99.1 | 15 | 100.5 | -0.2 | -4.0 | 98.3 | 0.0 | -5.0 | -1.0 | -3.0 | -2.0
COC(=O)c1ccc(NC(=O)c2ccc(C)cc2)o1 | 104.0 | 33 | 104.7 | -9.2 | -6.0 | 102.0 | -1.0 | -9.0 | 0.0 | -5.0 | -1.0
COc1ccccc1-n1c(SCC(=O)Nc2ccc(F)cc2)nc2c(c1=O)SCC2 | 99.0 | 26 | 102.5 | -19.6 | -4.0 | 100.8 | 1.0 | -8.0 | -7.0 | -5.0 | 2.0
Cc1ccc(SCCNC(=O)c2ccc(C)c(S(=O)(=O)Nc3cccc(C)c3)c2)cc1 | 86.8 | 11 | 83.2 | 8.8 | -1.0 | 89.1 | -1.0 | 0.0 | -5.0 | 3.0 | 0.0
CCCC(=O)NC(C)C(c1cccs1)N1CCN(c2ccccc2)CC1 (stereo not drawn) | 98.6 | 19 | 97.6 | -16.4 | -4.0 | 97.5 | -4.0 | -1.0 | 0.0 | -5.0 | -4.0
O=C(CCN1C(=O)C2C3C=CC(C3)C2C1=O)N1CCN(c2ccc([N+](=O)[O-])cc2)CC1 (stereo not drawn) | 101.1 | 16 | 102.2 | -20.1 | -5.0 | 98.2 | -5.0 | -5.0 | -4.0 | -2.0 | -3.0
O=C(Cn1cnc2c(oc3ccccc32)c1=O)N1CCCC1 | 98.7 | 14 | 99.0 | -0.5 | -6.0 | 98.0 | 1.0 | -4.0 | -3.0 | -2.0 | -2.0
O=C(OC1CCCCC1)c1ccc(NC(=O)c2ccco2)cc1 | 94.3 | 22 | 97.2 | 19.6 | 6.0 | 96.6 | 4.0 | 2.0 | 1.0 | 7.0 | 4.0
Cc1ccc(S(=O)(=O)N2CCC(C(=O)OCc3ccc([N+](=O)[O-])cc3)CC2)cc1 | 101.9 | 17 | 102.2 | 1.8 | -10.0 | 99.0 | 0.0 | -12.0 | -3.0 | -5.0 | -3.0
COCC(=O)Nc1nnc(Cc2ccc(OC)c(OC)c2)s1 | 97.4 | 50 | 94.0 | -10.1 | -4.0 | 93.8 | -11.0 | 0.0 | 0.0 | 6.0 | -4.0
CCC(Oc1ccccc1)C(=O)N1CCN(CC)CC1 (stereo not drawn) | 100.2 | 37 | 101.1 | -2.7 | -7.0 | 96.7 | -5.0 | -20.0 | -11.0 | -6.0 | -2.0
CCn1c(=O)c(C(=O)NNS(=O)(=O)c2ccc(Br)cc2)c(O)c2ccccc21 | 104.6 | 17 | 103.0 | -54.8 | 1.0 | 101.1 | 2.0 | -2.0 | 0.0 | 0.0 | 2.0
Cc1cccc(C(=O)O/N=C/c2c(Cl)n(C)c3ccccc23)c1 | 94.5 | 33 | 97.1 | -6.9 | -11.0 | 106.4 | -3.0 | -14.0 | -7.0 | 1.0 | -2.0
COc1ccc(OCCC(=O)OCC(=O)NC2CCCCCCC2)cc1 | 110.3 | 13 | 99.7 | -21.9 | 0.0 | ? | 0.0 | -5.0 | 0.0 | 0.0 | 0.0
O=C(CN1C(=O)S/C(=C/C=C/c2ccccc2)C1=O)Nc1ccc(C(=O)O)cc1 | 99.5 | 12 | 99.8 | -9.5 | -1.0 | 103.3 | 0.0 | -4.0 | 0.0 | -1.0 | -2.0
O=C(CN1CCC(NC(=O)c2ccccc2F)CC1)Nc1ccc2c(c1)OCO2 | 102.6 | 26 | 103.4 | -27.4 | -3.0 | 103.0 | 0.0 | 3.0 | 1.0 | 0.0 | 3.0
Brc1ccc(OCCCCCN2CCOCC2)cc1 | 99.4 | 21 | 100.1 | 9.1 | -1.0 | 93.4 | -1.0 | -5.0 | -1.0 | -1.0 | -1.0
Cc1cc(C)nc(SCC(=O)c2ccc(O)cc2O)n1 | 97.4 | 14 | 98.2 | -10.9 | -11.0 | 99.0 | -5.0 | -10.0 | -11.0 | -5.0 | -7.0
NC(=S)NNC(=O)C12CC3CC(CC(C3)C1)C2 | 101.8 | 8 | 103.6 | -63.2 | -5.0 | 113.3 | -4.0 | 0.0 | -4.0 | -6.0 | -4.0
COc1ccccc1NC(=O)CCCn1c(=S)[nH]c2ccccc2c1=O | 97.2 | 11 | 99.8 | -37.9 | -13.0 | 101.7 | -3.0 | -2.0 | -5.0 | -2.0 | -2.0
O=C(c1ccccc1Nc1ccc(SC(F)F)cc1)N1CCCCC1 | 100.8 | 30 | 101.2 | -10.8 | -1.0 | 101.4 | 1.0 | -2.0 | 2.0 | 0.0 | -1.0
CCCC(=O)NCCc1nc2ccccc2n1CCC | 102.5 | 21 | 104.6 | -12.1 | -5.0 | 101.6 | -3.0 | -11.0 | -9.0 | -3.0 | 3.0
C#CCOc1ccc(/C=N/O)cc1Cl | 98.7 | 11 | 96.8 | -5.2 | 0.0 | 98.3 | -2.0 | -2.0 | -4.0 | -1.0 | 0.0
CNc1c([N+](=O)[O-])cnn1-c1ccccn1 | 100.1 | 11 | 102.4 | -12.5 | -2.0 | 97.4 | 2.0 | -6.0 | 0.0 | 0.0 | 0.0
CC1(C(=O)c2ccccc2)C2c3c(ccc4ccccc34)OC(=O)C21C(=O)N1CCOCC1 (stereo not drawn) | 101.0 | 16 | 97.8 | -12.2 | 0.0 | 100.3 | 0.0 | -2.0 | -1.0 | -1.0 | -2.0
S=C(Nc1ccccc1)N1CCCCC1 | 103.5 | 25 | 107.2 | -13.1 | -6.0 | 106.2 | -2.0 | -1.0 | -3.0 | -1.0 | -2.0
COc1cc(/C=C/c2ccc3cccc([N+](=O)[O-])c3n2)ccc1OCC#N | 104.7 | 11 | 104.3 | 5.7 | -6.0 | 103.0 | -4.0 | 0.0 | -8.0 | -7.0 | 2.0
O=C(Cc1ncc(C(F)(F)F)cc1Cl)NCCc1ccccc1 | 98.8 | 16 | 98.3 | -1.6 | -5.0 | 107.4 | -1.0 | -5.0 | -5.0 | -2.0 | -2.0
O=C(NCc1ccc(Cl)cc1)c1cc2c(nc3sccn32)s1 | 102.1 | 19 | 100.6 | -17.6 | -3.0 | 106.9 | 3.0 | -8.0 | -1.0 | 2.0 | 1.0
